TDP1 cell CPT: qHTS for Inhibitors of human tyrosyl-DNA phosphodiesterase 1 (TDP1): qHTS in cells in presence of CPT | chicken DT40 Tdp1-/-;hTDP1 cells + 20 nM CPT, ATP luminescence, 48 h | Potency, µM (top dose mostly 46.2 µM), inactives show at the highest dose activity change, negative = growth inhibition, most hits filed as inhibitors | 420,000 tested, 12% active; further: nearly all actives have a fitted effect of over 55% in size
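Cell growth measured by CellTiter-Glo luminescence after a minimum 48 h, 37 C compound exposure with 20 nM CPT in Tdp1-knockout DT40 cells stably expressing hTDP1, seeded 400/well; qHTS titration format.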
TDP1 block: qHTS Assay for Inhibitors of Tyrosyl-DNA Phosphodiesterase (TDP1); 350,000 tested, 0.28% active; recombinant TDP1, AlphaScreen DNA substrate cleavage; Potency, µM (series often up to 130 µM), for inactives: at the highest dose activity change, negative = inhibition, hits mostly inhibitors; Tyrosyl-DNA phosphodiesterase 1 (Homo sapiens), Q9NUW8; further: nearly all actives have a fitted effect of over 40% in size
Target sequence (Q9NUW8 whole entry, looked up): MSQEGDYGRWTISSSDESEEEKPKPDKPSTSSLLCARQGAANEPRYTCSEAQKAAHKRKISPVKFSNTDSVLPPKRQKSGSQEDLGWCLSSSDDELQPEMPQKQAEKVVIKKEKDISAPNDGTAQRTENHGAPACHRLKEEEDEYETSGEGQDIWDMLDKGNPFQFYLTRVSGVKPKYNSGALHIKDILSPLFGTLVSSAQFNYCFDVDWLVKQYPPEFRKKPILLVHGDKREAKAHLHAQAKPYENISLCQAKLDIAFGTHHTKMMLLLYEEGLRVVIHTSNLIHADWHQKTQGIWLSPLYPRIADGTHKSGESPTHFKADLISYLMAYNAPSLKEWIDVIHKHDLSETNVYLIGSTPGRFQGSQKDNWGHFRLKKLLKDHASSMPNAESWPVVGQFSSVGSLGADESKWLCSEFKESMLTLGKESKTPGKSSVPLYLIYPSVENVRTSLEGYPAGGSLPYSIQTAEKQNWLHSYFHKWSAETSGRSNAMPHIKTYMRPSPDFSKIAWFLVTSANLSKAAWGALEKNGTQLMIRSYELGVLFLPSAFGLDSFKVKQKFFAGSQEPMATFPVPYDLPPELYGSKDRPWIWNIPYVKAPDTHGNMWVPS
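Compounds were preincubated with Tdp1 (1 nM final) for 15 min at room temperature before substrate (15 nM final) started a 5 min reaction; beads (10 ug/ml final) were then added for 10 min before AlphaScreen detection.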
DT40 TDP1 no CPT: qHTS for Inhibitors of human tyrosyl-DNA phosphodiesterase 1 (TDP1): qHTS in cells in absence of CPT; DT40 Tdp1-/- hTDP1 cells, no CPT, ATP luminescence, 48 h; Potency, µM (highest dose often 46.2 µM), for inactives: at the highest dose activity change, negative = growth inhibition, hits mostly inhibitors; 420,000 tested, 15% active; further: nearly all actives have a fitted effect of over 55% in size
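A cellular qHTS used chicken DT40 cells lacking endogenous Tdp1 but carrying stably transfected human TDP1. Compounds were applied without camptothecin, and cell growth kinetics were judged by ATP-dependent luminescence after ≥48 hr.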
* = called active by the depositor; [ ] = dose if it differs, or a comment. The call rests on the fitted dose curve; in most records, active means well fitted curve in the direction sought with a large enough effect; inconclusive means small, poorly fitted or top-dose-only effect, or another doubt; inactive means no such curve, though single readings can be large; an effect the other way counts as inactive or inconclusive. On the % scale 0 is the no-effect control and ±100 the full control effect; potency means the concentration at half of the fitted maximal effect.

Results for O=C(NCCc1ccccc1Cl)C1CCC(=O)N(Cc2cccc(C(F)(F)F)c2)C1 (stereo not drawn) ?
TDP1 cell CPT: inconclusive; TDP1 block: 4%; DT40 TDP1 no CPT: inconclusive

Results for CCOC(=O)N1CCN(C(=O)c2ccc(CNS(=O)(=O)c3ccc(C)cc3)cc2)CC1 ?
TDP1 cell CPT: -29%; TDP1 block: 5%; DT40 TDP1 no CPT: -26%

Results for COc1cc(OC)c2c(=O)c(-c3ccccc3)c(C)oc2c1OC ?
TDP1 cell CPT: 11%; TDP1 block: 12%[56.1 µM]; DT40 TDP1 no CPT: -1%

How did CCN(CC)CCNC(=O)C1c2ccccc2C(=O)N(C)C1c1cn(C)c2ccccc12 (stereo not drawn) do in these assays?
TDP1 cell CPT: 0%; TDP1 block: -1%; DT40 TDP1 no CPT: -2%

Results for CCCc1nnc(NC(=O)CCC(=O)N2CCN(Cc3ccc(Cl)cc3)CC2)s1 ?
TDP1 cell CPT: 16µM*; TDP1 block: 4%; DT40 TDP1 no CPT: inconclusive

Results for COc1cccc(Cn2c(=O)c(-c3ccc(Cl)cc3)nc3cncnc32)c1 ?
TDP1 cell CPT: inconclusive; DT40 TDP1 no CPT: inconclusive

What do the screens show for `Cc1ccc(C)c2c1CCC(=Cc1ccccc1[N+](=O)[O-])C2=O`?
TDP1 cell CPT: inconclusive; DT40 TDP1 no CPT: inconclusive

Results for COc1ccc(C)cc1NC(=O)CSc1nc(=O)n(Cc2ccco2)c2c1CCC2 ?
TDP1 cell CPT: inconclusive; TDP1 block: 5%; DT40 TDP1 no CPT: inconclusive

How did O=S(=O)(c1ccccc1)N1CCC2(CCCN(c3ccccc3)C2)CC1 do in these assays?
TDP1 cell CPT: 6%; DT40 TDP1 no CPT: inconclusive

Results for O=C(NCC1CCS(=O)(=O)C1)Oc1ccccc1 (stereo not drawn) ?
TDP1 cell CPT: -18%; TDP1 block: -1%; DT40 TDP1 no CPT: -18%

Results for COc1cc(C(=O)Oc2ccccc2/C=N/NC(=O)c2ccc(Cl)cc2Cl)cc(OC)c1OC ?
TDP1 cell CPT: 0.65µM*; TDP1 block: 3%; DT40 TDP1 no CPT: 0.92µM*

What do the screens show for `COc1ccccc1Cn1c(CNS(=O)(=O)c2ccc(Cl)s2)nc2cccnc21`?
TDP1 cell CPT: inconclusive; TDP1 block: 8%; DT40 TDP1 no CPT: inconclusive

Results for Cc1ccccc1/C=C1\C(=O)Nc2ccc(F)cc21 ?
TDP1 cell CPT: -24%; DT40 TDP1 no CPT: inconclusive

Results for O=C(Nc1ccc(F)c(F)c1)C1CCCN(S(=O)(=O)c2cnc[nH]2)C1 (stereo not drawn) ?
TDP1 cell CPT: inconclusive; DT40 TDP1 no CPT: inconclusive

What do the screens show for `O=C(/C=C/c1ccnc2ccccc12)c1cccs1`?
TDP1 cell CPT: 4.6µM*; TDP1 block: -5%; DT40 TDP1 no CPT: 13µM*

Of the compounds above, 2 have a thiophene ring, fused or not.
What do the screens show for `COc1ccccc1Cn1c(CNS(=O)(=O)c2ccc(Cl)s2)nc2cccnc21`?
TDP1 cell CPT: inconclusive; TDP1 block: 8%; DT40 TDP1 no CPT: inconclusive

What do the screens show for `O=C(/C=C/c1ccnc2ccccc12)c1cccs1`?
TDP1 cell CPT: 4.6µM*; TDP1 block: -5%; DT40 TDP1 no CPT: 13µM*

Later entries
How did Cc1ccccc1S(=O)(=O)N1[C@@H](c2cccc(Cl)c2)C(C(=O)O)=CC[C@H]1c1ccc(Cl)cc1 do in these assays?
TDP1 cell CPT: -1%; TDP1 block: 3%; DT40 TDP1 no CPT: -6%

How did CC(C)CN(C(=O)COC(=O)CSc1ccc([N+](=O)[O-])cc1)C1CCS(=O)(=O)C1 (stereo not drawn) do in these assays?
TDP1 cell CPT: -15%; TDP1 block: 5%; DT40 TDP1 no CPT: -17%

How did O=C(Nc1cccc(S(=O)(=O)N2CCCC2)c1)C1CCCN1C(=O)c1cccs1 (stereo not drawn) do in these assays?
TDP1 cell CPT: -1%; TDP1 block: 4%; DT40 TDP1 no CPT: -13%

What do the screens show for `Cc1ccc2cc(CN(CCN(C)C)C(=O)Nc3ccc(Cl)cc3)c(=O)[nH]c2c1`?
TDP1 cell CPT: inconclusive; TDP1 block: 0%; DT40 TDP1 no CPT: 16µM*

What do the screens show for `CC(=O)c1ccc(OCC(=O)Nc2ccc3c(c2)CCC3)cc1`?
TDP1 cell CPT: -15%; TDP1 block: 0%; DT40 TDP1 no CPT: inconclusive

How did Cc1nc2c3ccccc3nc(NNC(=O)CCC(=O)NC3CCCC3)n2n1 do in these assays?
TDP1 cell CPT: 7%; TDP1 block: 1%; DT40 TDP1 no CPT: -3%

How did C#CCOc1ccc(Br)cc1C(c1c(C)[nH][nH]c1=O)c1c(C)[nH][nH]c1=O do in these assays?
TDP1 cell CPT: -9%; TDP1 block: 6%; DT40 TDP1 no CPT: -7%

What do the screens show for `O=c1[nH]c(SCc2ccc(Cl)cc2)nc2[nH]ncc12`?
TDP1 cell CPT: inconclusive; TDP1 block: -2%; DT40 TDP1 no CPT: inconclusive

What do the screens show for `CCCc1cc(=O)[nH]c(SCC(=O)Nc2ccc(C)c(S(=O)(=O)N3CCCCC3)c2)n1`?
TDP1 cell CPT: -13%; TDP1 block: 2%; DT40 TDP1 no CPT: -29%

What do the screens show for `CC(C)(C)c1ccccc1NC(=O)N1CCNC(=O)C1CC(=O)Nc1ccc(F)cc1` (stereo not drawn)?
TDP1 cell CPT: 11%; TDP1 block: 0%; DT40 TDP1 no CPT: -14%

What do the screens show for `Nc1nccnc1C(=O)OCC(=O)NC1CCCc2ccccc21` (stereo not drawn)?
TDP1 cell CPT: 1%; TDP1 block: 1%; DT40 TDP1 no CPT: 5%

What do the screens show for `Cn1c(C2CCCCC2)nc2ccccc21`?
TDP1 cell CPT: -4%; TDP1 block: 1%; DT40 TDP1 no CPT: -25%

Results for COc1ccc(OC)c(CCNC(=O)C(=O)Nc2ccc3nc4n(c(=O)c3c2)CCCCC4)c1 ?
TDP1 cell CPT: 13µM*; TDP1 block: -6%; DT40 TDP1 no CPT: 15µM*

How did CCC(NC(=O)c1ccccc1NC(=O)C(C)(C)C)C(=O)N1CC(C)OC(C)C1 (stereo not drawn) do in these assays?
TDP1 cell CPT: -15%; TDP1 block: 0%; DT40 TDP1 no CPT: -19%

What do the screens show for `O=c1c2ccccc2nc2n1CCS2`?
TDP1 cell CPT: -6%; TDP1 block: 5%; DT40 TDP1 no CPT: 2%

Seven structures from above, sorted by heavy-atom count, ascending:
What do the screens show for `O=c1c2ccccc2nc2n1CCS2`?
TDP1 cell CPT: -6%; TDP1 block: 5%; DT40 TDP1 no CPT: 2%

What do the screens show for `Cn1c(C2CCCCC2)nc2ccccc21`?
TDP1 cell CPT: -4%; TDP1 block: 1%; DT40 TDP1 no CPT: -25%

What do the screens show for `Nc1nccnc1C(=O)OCC(=O)NC1CCCc2ccccc21` (stereo not drawn)?
TDP1 cell CPT: 1%; TDP1 block: 1%; DT40 TDP1 no CPT: 5%

How did O=C(Nc1cccc(S(=O)(=O)N2CCCC2)c1)C1CCCN1C(=O)c1cccs1 (stereo not drawn) do in these assays?
TDP1 cell CPT: -1%; TDP1 block: 4%; DT40 TDP1 no CPT: -13%

What do the screens show for `CCCc1cc(=O)[nH]c(SCC(=O)Nc2ccc(C)c(S(=O)(=O)N3CCCCC3)c2)n1`?
TDP1 cell CPT: -13%; TDP1 block: 2%; DT40 TDP1 no CPT: -29%

How did Cc1ccccc1S(=O)(=O)N1[C@@H](c2cccc(Cl)c2)C(C(=O)O)=CC[C@H]1c1ccc(Cl)cc1 do in these assays?
TDP1 cell CPT: -1%; TDP1 block: 3%; DT40 TDP1 no CPT: -6%

Results for COc1ccc(OC)c(CCNC(=O)C(=O)Nc2ccc3nc4n(c(=O)c3c2)CCCCC4)c1 ?
TDP1 cell CPT: 13µM*; TDP1 block: -6%; DT40 TDP1 no CPT: 15µM*

The list goes on:
Results for COc1ccc(CNC(=O)C[C@H]2C[C@H](C(=O)N3CCCCC3)[C@@]3(C)c4[nH]c5ccc(Cl)cc5c4CCN3C2=O)cc1OC ?
TDP1 cell CPT: 18µM*; TDP1 block: 0%[56.1 µM]; DT40 TDP1 no CPT: 12µM*

How did N#C/C(=C/c1ccc(Sc2nc3ccccc3[nH]2)o1)c1cccc(F)c1 do in these assays?
TDP1 cell CPT: 21µM*; TDP1 block: -4%; DT40 TDP1 no CPT: inconclusive

How did CCC(C)n1c(C)cc(=O)n1C(C)CC (stereo not drawn) do in these assays?
TDP1 cell CPT: -11%; DT40 TDP1 no CPT: -11%

Results for COCCNC(=O)c1cccc2c1C(=O)c1ccc(N3CCOCC3)cc1S2(=O)=O ?
TDP1 cell CPT: inconclusive; TDP1 block: 1%; DT40 TDP1 no CPT: -25%

How did CN(CCOc1ccccc1)C(=O)c1cc(S(=O)(=O)N2CCOCC2)ccc1Cl do in these assays?
TDP1 cell CPT: -18%; DT40 TDP1 no CPT: inconclusive

How did O=C(COc1ccc(F)cc1Br)NCc1nnc2ccccn12 do in these assays?
TDP1 cell CPT: -17%; TDP1 block: 0%; DT40 TDP1 no CPT: -10%

Results for Cn1nc(-c2ccc(Cl)cc2)cc1NC(=O)CCCC(=O)O ?
TDP1 cell CPT: 3%; TDP1 block: 3%; DT40 TDP1 no CPT: 0%

Results for CCNC(=S)NNC(=O)c1cc(-c2ccc(OCC)cc2)nc2ccccc12 ?
TDP1 cell CPT: 5µM*; TDP1 block: 11%; DT40 TDP1 no CPT: 4.5µM*

Results for O=C(O)CCc1ccc(-c2ccccc2)n1Cc1ccco1 ?
TDP1 cell CPT: -1%; TDP1 block: 4%; DT40 TDP1 no CPT: -17%

How did O=C(O)c1cc(S(=O)(=O)N2CCN(S(=O)(=O)c3ccc4ccccc4c3)CC2)ccc1Br do in these assays?
TDP1 cell CPT: -4%; TDP1 block: 35µM*; DT40 TDP1 no CPT: 15%

How did CCN(CCS(=O)(=O)c1ccc(Br)cc1)Cc1nc2ccccc2c(=O)[nH]1 do in these assays?
TDP1 cell CPT: -17%; TDP1 block: 1%; DT40 TDP1 no CPT: inconclusive

What do the screens show for `N#Cc1cc2cc3c(cc2nc1N1CCOCC1)OCO3`?
TDP1 cell CPT: inconclusive; TDP1 block: -4%; DT40 TDP1 no CPT: inconclusive

How did Cc1ccc2c(Cl)cc(Cl)c(OCC(=O)Nc3cccc(S(N)(=O)=O)c3)c2n1 do in these assays?
TDP1 cell CPT: -11%; TDP1 block: 1%; DT40 TDP1 no CPT: -18%

Results for O=C(COC(=O)CNC(=O)c1ccccc1)NCCc1ccccc1 ?
TDP1 cell CPT: 15%; TDP1 block: 4%; DT40 TDP1 no CPT: 11%

How did N#C/C(=C\c1cccs1)C(=O)NCC1CCCO1 (stereo not drawn) do in these assays?
TDP1 cell CPT: 9%; TDP1 block: -1%; DT40 TDP1 no CPT: -3%

What do the screens show for `CC(=O)N1CCC(C(=O)Nc2ccccc2)(N(Cc2ccccc2)C(=O)c2cccnc2)CC1`?
TDP1 cell CPT: 10%; TDP1 block: 3%; DT40 TDP1 no CPT: -2%

How did COC(=O)c1c(NC(=O)C2=COCCO2)sc(C)c1C do in these assays?
TDP1 cell CPT: -2%; DT40 TDP1 no CPT: inconclusive

Results for CCOCCCNc1nc(C)nc2c1nnn2Cc1c(F)cccc1Cl ?
TDP1 cell CPT: inconclusive; TDP1 block: 1%; DT40 TDP1 no CPT: -21%

Results for O=C(CCc1ccccc1)N1CCN(c2ccccn2)CC1 ?
TDP1 cell CPT: -24%; TDP1 block: -3%; DT40 TDP1 no CPT: -19%

How did CCc1nn(C(C)C(=O)N2CCN(c3cccc(C(F)(F)F)c3)CC2)c(=O)c2cc3occc3n12 (stereo not drawn) do in these assays?
TDP1 cell CPT: inconclusive; TDP1 block: 5%; DT40 TDP1 no CPT: 23µM*

Results for COC(=O)c1sccc1NC(=O)Nc1ccccc1F ?
TDP1 cell CPT: 0%; TDP1 block: -3%; DT40 TDP1 no CPT: -28%

How did COc1cc(C2NC(=O)NC(C)=C2C(=O)OCC2CCCCC2)ccc1O (stereo not drawn) do in these assays?
TDP1 cell CPT: 8%; DT40 TDP1 no CPT: inconclusive

What do the screens show for `CCOC(=O)Cc1nnc(NC(=O)COc2ccc(OC)cc2)s1`?
TDP1 cell CPT: -1%; TDP1 block: 2%; DT40 TDP1 no CPT: 0%

Nothing new here: an excerpt of the list.
How did COc1cc(C2NC(=O)NC(C)=C2C(=O)OCC2CCCCC2)ccc1O (stereo not drawn) do in these assays?
TDP1 cell CPT: 8%; DT40 TDP1 no CPT: inconclusive

What do the screens show for `CCOC(=O)Cc1nnc(NC(=O)COc2ccc(OC)cc2)s1`?
TDP1 cell CPT: -1%; TDP1 block: 2%; DT40 TDP1 no CPT: 0%

From PubChem
